TDP1 cell noCPT: qHTS for Inhibitors of human tyrosyl-DNA phosphodiesterase 1 (TDP1): qHTS in cells in absence of CPT; DT40 Tdp1-/- hTDP1 cells, no CPT, ATP luminescence, 48 h; Potency, µM (highest dose often 46.2 µM), for the others: at the highest dose activity change, negative = growth inhibition, most hits filed as inhibitors; hit rate 15% among 420,000; AID 686978, 2013; further: nearly all actives have a fitted effect of over 55% in size
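Growth kinetics read by CellTiter-Glo luminescence after ≥48 hr at 37 °C. Cells: DT40 Tdp1-/- stably carrying human TDP1, 400 per well, compound exposure in the absence of CPT (DMSO vehicle).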
TDP1 inh: inhibitors of human tyrosyl-DNA phosphodiesterase TDP1 | recombinant TDP1, AlphaScreen DNA substrate cleavage | Q9NUW8 | hit rate 0.28% among 350,000 | Potency, µM (highest dose often 130 µM), without a hit: at the top dose activity change, negative = inhibition, usual class: inhibitors; further: nearly all actives have a fitted effect of over 40% in size
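Enzyme-compound mixtures sat 15 min at room temperature, followed by a 5 min reaction with 15 nM final substrate and 10 min with AlphaScreen beads. Recombinant human Tdp1 was used at 1 nM final.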
KAT2A inh: inhibitors of human GCN5L2 histone acetyltransferase | AID 504327 | Q92830 | GCN5L2 HAT assay, ThioGlo1 CoA-SH fluorescence | Potency, µM (series often up to 58.9 µM), inactives show at the top dose activity change, negative = inhibition, actives largely listed as inhibitors | hit rate 0.21% among 390,000
Target sequence (Q92830 whole entry, looked up): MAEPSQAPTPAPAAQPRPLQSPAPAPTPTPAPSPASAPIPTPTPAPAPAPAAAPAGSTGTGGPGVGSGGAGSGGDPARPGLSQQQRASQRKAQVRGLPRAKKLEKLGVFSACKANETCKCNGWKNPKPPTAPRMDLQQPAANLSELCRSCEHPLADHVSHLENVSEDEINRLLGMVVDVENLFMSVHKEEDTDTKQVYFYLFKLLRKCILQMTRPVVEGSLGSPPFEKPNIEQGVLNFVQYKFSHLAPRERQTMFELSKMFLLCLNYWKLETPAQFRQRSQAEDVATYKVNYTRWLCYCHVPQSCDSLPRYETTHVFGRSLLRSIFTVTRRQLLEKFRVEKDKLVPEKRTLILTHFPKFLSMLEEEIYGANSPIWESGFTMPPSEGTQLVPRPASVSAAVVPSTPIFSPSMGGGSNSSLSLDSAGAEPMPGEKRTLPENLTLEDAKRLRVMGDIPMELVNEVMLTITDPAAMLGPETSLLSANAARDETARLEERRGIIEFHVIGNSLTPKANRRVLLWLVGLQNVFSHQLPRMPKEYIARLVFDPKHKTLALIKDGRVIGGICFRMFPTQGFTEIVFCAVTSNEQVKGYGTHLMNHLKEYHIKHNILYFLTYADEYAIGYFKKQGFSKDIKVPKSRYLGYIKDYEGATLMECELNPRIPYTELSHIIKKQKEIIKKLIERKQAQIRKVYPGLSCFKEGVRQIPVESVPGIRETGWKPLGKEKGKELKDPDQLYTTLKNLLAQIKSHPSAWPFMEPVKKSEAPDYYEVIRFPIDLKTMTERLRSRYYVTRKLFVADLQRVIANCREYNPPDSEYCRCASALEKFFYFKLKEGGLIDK
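ThioGlo1-coupled HAT assay: 20nM GCN5L2, 70uM acetyl-CoA, 75uM H3(1-25) peptide, pH 7.5. Fluorescence read at 340/540nm at start and after 20 min at room temperature.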
Starred values were filed as active, the others as inactive; u = inconclusive; x = no result given; & = joins results of further samples; [ ] = dose if it differs, or a comment. The call rests on the fitted dose curve; in most records, active means well fitted curve in the direction sought with a large enough effect; inconclusive means small, poorly fitted or top-dose-only effect, or another doubt; inactive means no such curve, though single readings can be large; an effect the other way counts as inactive or inconclusive. On the % scale 0 is the no-effect control and ±100 the full control effect; potency means the concentration at half of the fitted maximal effect.

SMILES | TDP1 cell noCPT | TDP1 inh | KAT2A inh
CSc1ccccc1-c1n[nH]c(=S)o1 | 5% | 12% | -1%
O=C(Nc1cccc(F)c1)/C(=C\c1ccco1)NC(=O)c1ccco1 | 4% | -3% | -20%
Cc1ccc(S(=O)(=O)NCC(=O)OCc2csc(-c3ccccc3)n2)cc1 | u | 2% | -7%
CC1CN(C2=NC(=O)/C(=C3/C(=O)N(Cc4ccc(F)cc4)c4ccccc43)S2)CC(C)O1 (stereo unspecified) | u | 5% | -6%
CCOC(=O)Cn1cc(C(=O)C(C)(C)C)c2ccccc21 | -15% | -2% | -7%
Cc1cc(/C=C\c2nc(O)c([N+](=O)[O-])c(=O)[nH]2)c(C)n1-c1ccccc1 | -1% | x | -7%
COc1ccc(CCNC(=O)c2cnc3ccc(C)cn3c2=O)cc1 | -26% | 3% | 0%
COc1ccc(NC(=O)COC(=O)CNS(=O)(=O)c2ccccc2)cc1OC | -20% | 0% | -1%
CN(C)CCOc1cccc(Cl)c1 | -2% | -2% | -7%
COc1ccc(-c2nc(CC(=O)O)cs2)cc1OC | x | -2% | -6%
CC(C)CN1C(=O)c2ccc(NC(=O)c3ccccc3F)cc2C1=O | -5% | -1% | 2%
CC(=O)N1N=C(c2ccco2)CC1c1cc2ccc(C)cc2nc1Cl (stereo unspecified) | u | -4% | -4%
COc1ccc(C(CC(=O)O)NC(=O)c2cccs2)cc1 (stereo unspecified) | -2% | 1% | -1%
COC(=O)c1c(-c2ccc(OC)cc2)sc2ccc(OC)cc12 | u | x | -7%
O=C(O)c1ccc(/C=C2/SC(=S)N(c3cccc(C(F)(F)F)c3)C2=O)cc1 | x | 7% | u
CCC(NS(=O)(=O)c1ccc2c(c1)NC(=O)C(C)C(=O)N2)c1cccs1 (stereo unspecified) | -6% | x | u
O=C(O)c1cccc(NC(=O)C2C3C=CC(C3)C2C(=O)OCC(F)(F)C(F)F)c1 (stereo unspecified) | 2% | -2% | -2%
COc1ccc(CC(=O)NCC2CCCN(Cc3cccc(SC)c3)C2)cc1 (stereo unspecified) | -14% | x | -2%
CSc1ccccc1NC(=O)CSc1nnc(Cc2ccccc2)o1 | -16% | 7% | 0%
Clc1ccc(CN(Cc2ccccc2)C(c2cccs2)c2nnnn2C2CCCC2)cc1 (stereo unspecified) | 15µM* | -2% | x
COC(=O)c1ccc(CSCC(=O)Nc2ccccc2)cc1 | 2% | x | -1%
COc1cc(CCC(=O)Nc2cc(Cl)ccc2N2CCN(C)CC2)cc(OC)c1OC | -7% | 3% | -14%
CC(=O)OC1CC2C(C)(C)C(=O)C=C[C@]2(C)C2CC[C@@]3(C)C(c4ccoc4)OC(=O)C4O[C@@]43[C@]12C (stereo partly specified) | u | 14%[56.1 µM] | 9%
NC(=O)C1=C[C@H](c2csc3ccccc23)C[C@H](OCCCCO)O1 | -25% | 3% | -1%
C#CCOCCOCCOCCNc1nc(N2CCN(C(=O)[C@H](CCCCN)n3cc(CN)nn3)CC2)nc(N2CCN(C(=O)[C@H](CCCN=C(N)N)n3cc(C(N)[C@H](C)CC)nn3)CC2)n1 (stereo partly specified) | 2% | 0% | 0%
O=C(NCc1cccnc1)c1ccccc1-c1ccccc1 | 0% | -10% | -13%
CC(C)(C)C(=O)Nc1ccccc1C(=O)Nc1ccncc1 | 5% | 2% | -2%
Cc1ccc(-c2nc3cccnc3s2)cc1NS(=O)(=O)c1ccc2c(c1)OCCO2 | u | 8% | u
CC(=O)N1CCc2[nH]c3ccccc3c2C1 | 13% | 1% | 1%
COc1ccc(/C=C/C(=O)Nc2ccc(OC)cc2[N+](=O)[O-])cc1 | -26% | 1% | 34%[activator]
Cc1cc(C(C)(C)C)oc1C(=O)Nc1ccc(CC(=O)O)cc1 | -4% | 4% | -4%
Cc1ccc(-c2nnc(SCC(=O)N3CCc4ccccc43)o2)cc1 | -3% | -2% | -6%
Nc1nc(NCC2CCCO2)nc(Nc2cccc(Cl)c2)c1[N+](=O)[O-] (stereo unspecified) | u | 5% | -2%
CCS(=O)c1ccccc1C(=O)O (stereo unspecified) | -2% | x | -4%
Oc1ccccc1N1CCN(C(=S)NCCc2ccccc2)CC1 | u | -3% | 0%
O=C(CN(C(=O)Cn1nnc(-c2cccs2)n1)c1ccc2c(c1)OCCO2)NCc1ccccc1 | u | 3% | 0%
Cc1ccc(SCCCCN2CCNCC2)cc1 | u | 0% | -3%
CCCSc1nnc2c(n1)OC(c1cccn1C)N(C(C)=O)c1ccccc1-2 (stereo unspecified) | -5% | 2% | -8%
Cc1nn(-c2ccccc2)c(Cl)c1C(=O)Nc1ccccc1 | -11% | -8% | 0%
COc1ccc(-c2cc(=O)oc3cc(OCC(=O)NCc4ccccn4)ccc23)cc1 | 23µM* | x | -3%
O=[N+]([O-])c1cccc(-c2c(-c3ccccc3)ncc3ccc(F)cc23)c1 | 8.2µM* | 2% | -7%
CCCc1cc(=O)oc2cc(OCC(=O)Nc3ccccn3)ccc12 | u | -2% | -11%
Cc1ccc(C)c(-n2c(CCC(=O)O)ccc2-c2ccc(Cl)cc2)c1 | u | x | -29%
COc1cccc(-n2c(-c3ccc(Cl)cc3)cc3c2CC(C)(C)CC3=O)c1 | u | 13% | -2%
CN(C)S(=O)(=O)c1ccc2c(c1)nc(CCC(=O)NCC1CCCCC1)n2C | -15% | 4% | 0%
O=C(NCCc1c[nH]c2ccccc12)/C(=C/c1cccnc1)NC(=O)c1cccs1 | 2% | -1% | -1%
CC(C)CN(C(=O)COC(=O)c1cccn1C)c1c(N)n(Cc2ccccc2)c(=O)[nH]c1=O | -22% | 5% | 0%
CC(C)CCNc1ncnc2c1nnn2Cc1ccccc1 | -24% | x | 0%
CCCn1c(=N)n(CC(O)c2ccc(C)cc2)c2ccccc21 (stereo unspecified) | 23µM* | 2% | -13%
Cn1c(N)c(C(=O)COC(=O)C23CC4CC(CC(C4)C2)C3)c(=O)n(C)c1=O | u | 2% | -3%
CCCc1[nH]nc2c1C(c1ccncc1)C(C#N)=C(N)O2 (stereo unspecified) | -17% | 6% | -2%
CCN(CC)CCOC(=O)c1c(C)oc2ccc(OC)cc12 | -2% | -1% | 2%
CC1CCCC(C)N1/N=C/c1cc(Br)c(O)c(Br)c1 (stereo unspecified) | x | 3% | -4%
Cc1ccc(OCCn2c(CNc3cccc(C)c3)nc3ccccc32)cc1 | u | 9% | -14%
Cc1c(NC(=O)c2ccc(N3CCCC3)c([N+](=O)[O-])c2)cccc1-c1nc2ccccc2s1 | u | 5% | 2%
Cc1cc(NC(=O)Nc2ccc(F)cc2F)n(C)n1 | -4% | 5% | -6%
CC(Oc1ccc(Br)cc1)C(=O)NCCCN1CCCC1=O (stereo unspecified) | -1% | 0% | 0%
O=C(Nc1nnc(COc2ccc(Cl)cc2)s1)c1ccc([N+](=O)[O-])cc1 | -4% | -5% | -2%
O=C(Nc1cccc(Cl)c1)N1CCCC1 | 26µM* | 0% | 1%
Cc1ccc(/C=N/NC(=O)c2nnn(-c3nonc3N)c2C)o1 | 26% | 2% | -6%
The listing continues.
SMILES | TDP1 cell noCPT | TDP1 inh | KAT2A inh
COc1ccc(N(C)C(=O)c2ccc3nc(-c4ccccc4)c(-c4ccccc4)nc3c2)cc1 | 18µM* | 7% | 40%[activator]
CC(C)CN(C(=O)COC(=O)CNC(=O)c1sc2ccccc2c1Cl)C1CCS(=O)(=O)C1 (stereo unspecified) | -7% | -2% | -2%
O=C(CNC(=O)c1ccc(Cl)c([N+](=O)[O-])c1)OCN1C(=O)c2ccccc2C1=O | 6% | 5% | -1%
O=C(Nc1cnn(Cc2ccc(Cl)c(Cl)c2)c1)c1nc2ncccn2n1 | -12% | 4% | -7%
CC(=O)c1c(C)nc2ccccn12 | 8% | 0% | -1%
Cc1ccccc1OCC(=O)OCC(=O)NC1CCCCCC1 | 2% | 1% | -8%
CC[C@H](C)[C@H](NC(=O)c1ccccc1)C(=O)NC(CC(=O)O)c1ccc(F)cc1 (stereo partly specified) | -2% | x | -6%
CCCC(=O)NNC(=O)c1c(O)c2ccccc2[nH]c1=O | u | 2% | -1%
CSc1nc2ccccc2n1Cc1cccc(F)c1 | u | 0% | -3%
C#CCOCCOCCOCCNc1nc(N2CCN(C(=O)CCCCCCCCCCNC(=O)[C@H](CCCCN)n3cc(CCO)nn3)CC2)nc(N2CCN(C(=O)CCCCCCCCCCNC(=O)[C@H](CCCCN)n3cc(CCCC(=O)O)nn3)CC2)n1 | -4% | 3% | -11%
COC(=O)CN=Cc1c(C)[nH]n(-c2ccccc2)c1=O | -2% | 10% | 0%
Cc1ccc(-c2nn3c(C)nnc3s2)cc1NC(=O)c1cccs1 | -27% | 9% | -2%
COc1cc(Cl)c(CN2CCCC(CO)(Cc3ccccc3)C2)cc1OC (stereo unspecified) | u | x | -7%
C=CCN1C(=O)C(CC(=O)O)SC1=Nc1cccc([N+](=O)[O-])c1 (stereo unspecified) | 1% | 5% | 1%
O=c1c2cc(Br)ccc2nc(-c2ccc(Cl)cc2)n1O | u | x | -20%
COc1ccccc1NS(=O)(=O)c1cc(C(=O)N2CCCCCC2)ccc1C | u | 0% | -4%
Cc1ccc(C(=O)c2coc3cc([N+](=O)[O-])c(O)c([N+](=O)[O-])c23)cc1 | u | 0% | -13%
Cc1ccc(NS(=O)(=O)c2c(C(=O)N3CCOCC3)c(C)n(C)c2C)cc1C | 1% | 1% | -7%
CCOc1ccc(OCC(=O)Nc2ccc(S(=O)(=O)Nc3cc(C)nc(C)n3)cc2)cc1 | -24% | -1% | 0%
O=C(CSc1nccc(=O)[nH]1)Nc1cccc2ccccc12 | -2% | x | 0%
CCN(Cc1ccncc1)C(=O)CCc1nnc(CCC2CCCCC2)o1 | u | 0% | u
Cc1cc2ncn(CC3CC3(Cl)Cl)c2cc1C (stereo unspecified) | u | -4% | -4%
CCOC(=O)C1(Cc2ccccc2C(F)(F)F)CCN(C2CCSC2)CC1 (stereo unspecified) | u | x | 0%
CC(NC(=S)Nc1ccc(F)cc1)c1ccccc1 (stereo unspecified) | u | x | -2%
CO/N=C(/C(=O)N[C@@H]1C(=O)N2C(C(=O)O)=C(COC(N)=O)CS[C@H]12)c1ccco1 | 11%&-25% | u | u
O=S(=O)(c1cccc(-c2nnc(SCc3ccc(Cl)cc3)o2)c1)N1CCCCC1 | 23µM* | -6% | -6%
COc1cc2c(cc1NC(=O)c1cccc(Br)c1)CCCC2 | 16µM* | -2% | -5%
CCCNC(=O)COc1coc(CN2CCN(c3ccccc3OC)CC2)cc1=O | -1% | 3% | -36%
O=C1C(Cl)=C(NC(=O)c2ccccc2)C(=O)C(Cl)=C1NC(=O)c1ccccc1 | 2.6µM* | x | u
CCN=C1SC(CC(=O)NCCc2ccc(OC)c(OC)c2)C(=O)N1CC (stereo unspecified) | 7% | 2% | -14%
Cc1cc(C)n(-c2c(C)[nH]c3ccccc23)n1 | -30% | 7% | -7%
CCCc1nnc2n1N=C(c1ccc([N+](=O)[O-])cc1)CS2 | -27% | 1% | -1%

Copied from the results shown for reference:
SMILES | TDP1 cell noCPT | TDP1 inh | KAT2A inh
CCOc1ccc(OCC(=O)Nc2ccc(S(=O)(=O)Nc3cc(C)nc(C)n3)cc2)cc1 | -24% | -1% | 0%
O=C(CSc1nccc(=O)[nH]1)Nc1cccc2ccccc12 | -2% | x | 0%
CCN(Cc1ccncc1)C(=O)CCc1nnc(CCC2CCCCC2)o1 | u | 0% | u
Cc1cc2ncn(CC3CC3(Cl)Cl)c2cc1C (stereo unspecified) | u | -4% | -4%
CCOC(=O)C1(Cc2ccccc2C(F)(F)F)CCN(C2CCSC2)CC1 (stereo unspecified) | u | x | 0%
CC(NC(=S)Nc1ccc(F)cc1)c1ccccc1 (stereo unspecified) | u | x | -2%
CO/N=C(/C(=O)N[C@@H]1C(=O)N2C(C(=O)O)=C(COC(N)=O)CS[C@H]12)c1ccco1 | 11%&-25% | u | u
O=S(=O)(c1cccc(-c2nnc(SCc3ccc(Cl)cc3)o2)c1)N1CCCCC1 | 23µM* | -6% | -6%
COc1cc2c(cc1NC(=O)c1cccc(Br)c1)CCCC2 | 16µM* | -2% | -5%
CCCNC(=O)COc1coc(CN2CCN(c3ccccc3OC)CC2)cc1=O | -1% | 3% | -36%
O=C1C(Cl)=C(NC(=O)c2ccccc2)C(=O)C(Cl)=C1NC(=O)c1ccccc1 | 2.6µM* | x | u
CCN=C1SC(CC(=O)NCCc2ccc(OC)c(OC)c2)C(=O)N1CC (stereo unspecified) | 7% | 2% | -14%
Cc1cc(C)n(-c2c(C)[nH]c3ccccc23)n1 | -30% | 7% | -7%
CCCc1nnc2n1N=C(c1ccc([N+](=O)[O-])cc1)CS2 | -27% | 1% | -1%

Source: PubChem BioAssay (National Center for Advancing Translational Sciences (NCATS))

The list is partial. The share of hits here may be higher or lower than overall.
